RECQ1 helicase = inhibitors of human RECQ1 DNA helicase; P46063; RECQ1 DNA unwinding, red fluorescence kinetic read; Potency, µM (series often up to 57.3 µM), inactives show at the highest dose activity, negative = inhibition, most hits filed as inhibitors; 240,000 tested, 0.54% active; AID 2549;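 note: plate controls were vehicle for no effect and no enzyme for full effect; nearly all actives have a fitted effect of over 30% in size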
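RECQ1T1 50 nM; forked duplex (20 bp + 30-nt ss tails) 200 nM, ATP 2 mM final; pH 8.0, 2 mM MgCl2, 2.5 ug/ml poly(dI-dC); 15 min compound preincubation; discontinuous kinetic read over 2 h at RT.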
LMNA splice mod = LMNA splicing modulation; HeLa LMNA splicing GFP/RFP minigene ratio, 48 h; Potency, µM (series often up to 46.1 µM), inactives show at the highest dose ratio change, negative = inhibition, actives largely listed as inhibitors; 200,000 tested, 0.01% active; active = well fitted inhibition curve with a large enough effect in the signal ratio, with a control signal flat, not every such curve was filed as active; inconclusive = small, poorly fitted or top-dose-only effect, or effect the other way, or a change in a side signal; the % refers to the signal ratio; note: % is set by controls: 0 for no effect and ±100 for the full control effect
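S3 HeLa cells stably expressing lamin A-EGFP splicing minigene plus DsRed2, 600 cells/well, 48 h compound exposure at 37C. Laser-scanning cytometry; analysed as GFP (500-530 nm)/RFP (575-640 nm) total intensity ratio; 0.5% DMSO vehicle.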
Luc counter = counter-screen: inhibitors of Kinase-Glo firefly luciferase; Kinase-Glo luciferase, ATP luminescence, 8 min; Q27757; 200,000 tested, 0.28% active; Potency, µM (top dose mostly 38.3 µM), inactives show at the highest dose activity change, negative = inhibition, most hits filed as inhibitors; note: % is set by controls: 0 for no effect and ±100 for the full control effect; nearly all actives have a fitted effect of over 60% in size
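Luminescence was the read-out, taken after 8-minute incubation at ambient temperature. Luciferase turned over luciferin with 10 uM ATP in imidazole pH 7.2 buffer containing KCl, MgCl2, Tween 20 and BSA.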
KDM4E inh = inhibitors of human JMJD2E histone demethylase; B2RXH2; JMJD2E catalytic domain, FDH-coupled NADH fluorescence (FDH is formaldehyde dehydrogenase); Potency, µM (series often up to 57.1 µM), inactives show at the highest dose activity change, negative = inhibition, actives largely listed as inhibitors; 230,000 tested, 1.6% active; AID 2147; active = well fitted inhibition curve with a large enough effect, not every such curve was filed as active; inconclusive = small, poorly fitted or top-dose-only effect, or another doubt; inactive = no such curve, though single readings can be large or run the other way;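 note: 0% = wells with enzyme and -100% = buffer wells without enzyme; nearly all actives have a fitted effect of over 50% in size; many of its hits are not listed in these tables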
Target sequence (B2RXH2 1-337 limits assumed): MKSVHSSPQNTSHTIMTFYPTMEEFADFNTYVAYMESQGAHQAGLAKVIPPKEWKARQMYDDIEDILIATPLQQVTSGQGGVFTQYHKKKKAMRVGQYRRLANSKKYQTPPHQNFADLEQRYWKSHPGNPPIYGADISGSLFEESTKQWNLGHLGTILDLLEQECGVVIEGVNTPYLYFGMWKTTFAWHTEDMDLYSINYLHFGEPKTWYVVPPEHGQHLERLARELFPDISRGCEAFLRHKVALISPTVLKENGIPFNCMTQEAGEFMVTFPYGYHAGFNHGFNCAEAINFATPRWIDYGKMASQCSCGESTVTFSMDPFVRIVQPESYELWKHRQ
SMN2 splice up = SMN2 splice variant enhancement; HEK293 SMN2-luciferase splicing reporter, luminescence, 30-36 h; Potency, µM (top dose mostly 46.1 µM), for inactives: at the highest dose activity change, positive = activation, actives largely listed as activators; 210,000 tested, 2.8% active; note: % of control where 0% means no effect; nearly all actives have a fitted effect of over 55% in size
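HEK293 cells carry an SMN2 […]–luciferase reporter in which exon 7 inclusion puts luciferase in frame. Cells were plated 10-12 h before compound addition, then incubated 30-36 h at 37C. ONE-Glo luminescence was read; sodium butyrate at 4.5 mM final served as control.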
L3MBTL1 block = L3MBTL1 (human) inhibition. Q9Y468. AlphaScreen L3MBTL1–H3K9me1 peptide binding. Potency, µM (top dose mostly 57.1 µM), inactives show at the top dose activity, negative = inhibition, usual class: inhibitors. 230,000 tested, 0.66% active. AID 485360; note: % is set by controls: 0 for no effect and ±100 for the full control effect; nearly all actives have a fitted effect of over 60% in size
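Displacement of a biotinylated histone H3(1-15) peptide monomethylated at Lys9 (75 nM) from L3MBTL1 (50 nM) was measured by AlphaScreen after a 30 min room-temperature compound incubation; cefsulodin titration served as intraplate control.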
ALDH1A1 inh = blocks purified human ALDH1A1 activity; P00352; Purified ALDH1A1, NADH fluorescence, propionaldehyde substrate; 220,000 tested, 7.3% active; Potency, µM (series often up to 75.3 µM), for inactives: top-dose activity, negative = inhibition, actives largely listed as inhibitors; active = well fitted inhibition curve with a large enough effect, not every such curve was filed as active; inconclusive = small, poorly fitted or top-dose-only effect, or another doubt; inactive = no such curve, though single readings can be large or run the other way;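 note: plate controls were no enzyme wells and a reference inhibitor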
Target sequence (P00352 whole entry, looked up): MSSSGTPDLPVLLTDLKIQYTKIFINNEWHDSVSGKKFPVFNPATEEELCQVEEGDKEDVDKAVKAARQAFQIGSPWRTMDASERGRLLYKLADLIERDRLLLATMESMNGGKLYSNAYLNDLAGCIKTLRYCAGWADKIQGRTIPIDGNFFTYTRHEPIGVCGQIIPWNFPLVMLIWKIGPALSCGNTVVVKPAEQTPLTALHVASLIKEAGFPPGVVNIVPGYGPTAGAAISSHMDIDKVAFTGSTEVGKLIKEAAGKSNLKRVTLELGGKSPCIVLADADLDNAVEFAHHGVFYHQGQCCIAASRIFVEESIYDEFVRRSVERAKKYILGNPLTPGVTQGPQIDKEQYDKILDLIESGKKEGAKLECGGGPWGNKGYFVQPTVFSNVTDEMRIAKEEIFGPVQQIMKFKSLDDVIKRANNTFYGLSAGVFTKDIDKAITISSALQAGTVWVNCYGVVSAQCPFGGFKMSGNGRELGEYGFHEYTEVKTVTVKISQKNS
Tau ThT inhib = inhibitors of human tau fibril formation, thioflavin T binding; 270,000 tested, 2.1% active; Potency, µM (titrated, usually from 57.4 µM), for inactives: at the highest dose activity, negative = inhibition, most hits filed as inhibitors; recombinant tau K18 P301L (four-repeat tau fragment), heparin-induced fibrillization, ThT fluorescence; AID 1460; note: % is set by controls: 0 for no effect and ±100 for the full control effect; nearly all actives have a fitted effect of over 55% in size
Target sequence (P10636 561-689 P618L limits assumed): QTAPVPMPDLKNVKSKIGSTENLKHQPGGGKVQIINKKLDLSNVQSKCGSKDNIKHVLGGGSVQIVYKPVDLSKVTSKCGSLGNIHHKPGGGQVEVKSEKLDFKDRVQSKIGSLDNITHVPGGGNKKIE
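Heparin-induced fibrillization of the P301L-mutant K18 repeat-domain fragment of human tau was followed by ThT binding in quantitative high-throughput format.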
Numbers without * were called inactive; i = inactive; ? = inconclusive; nt = not tested or not shown; & = joins results of further samples; [ ] = dose if it differs, or a comment. Unless noted, calls come from the whole dose curve; as a rule, active = well fitted curve in the direction sought with a large enough effect; inconclusive = small, poorly fitted or top-dose-only effect, or another doubt; inactive = no such curve, though single readings can be large; an effect the other way counts as inactive or inconclusive. Potency is the fitted concentration of half-maximal effect. An excerpt. The share of hits here may be higher or lower than overall.

Start of the listing, in advance, three compounds:
SMILES	RECQ1 helicase	LMNA splice mod	Luc counter	KDM4E inh	SMN2 splice up	L3MBTL1 block	ALDH1A1 inh	Tau ThT inhib
CC1CCCCN1C(=O)CSc1nnc(CSc2ncccn2)n1C (stereo not given)	-2.9%	7.6%	-3.0%	2.2%	-5.3%	3.2%	4.3%	1.8%
CCOC(=O)c1sc2ncn(C(C)C(=O)OC)c(=O)c2c1C (stereo not given)	-0.1%	10.2%	-0.9%	-1.5%	-23.3%	-2.3%	-2.7%	-5.6%
O=C(CSc1nc(O)cc(=O)n1-c1ccccc1)Nc1ccc(Br)cn1	-11.5%	?	2.2%	2.9%	6.7%	1.5%	1.9%	-1.8%

All compounds of this part (from the top)
SMILES	RECQ1 helicase	LMNA splice mod	Luc counter	KDM4E inh	SMN2 splice up	L3MBTL1 block	ALDH1A1 inh	Tau ThT inhib
CC1CCCCN1C(=O)CSc1nnc(CSc2ncccn2)n1C (stereo not given)	-2.9%	7.6%	-3.0%	2.2%	-5.3%	3.2%	4.3%	1.8%
CCOC(=O)c1sc2ncn(C(C)C(=O)OC)c(=O)c2c1C (stereo not given)	-0.1%	10.2%	-0.9%	-1.5%	-23.3%	-2.3%	-2.7%	-5.6%
O=C(CSc1nc(O)cc(=O)n1-c1ccccc1)Nc1ccc(Br)cn1	-11.5%	?	2.2%	2.9%	6.7%	1.5%	1.9%	-1.8%
C=C1C2(C(=O)Nc3nccs3)CCC(C2)C1(C)C (stereo not given)	-16.2%	2.7%	-6.2%	-5.6%	-7.5%	9.9%	-2.6%	8.4%
C/C(=N/NC(=O)C1CCCCC1)c1ccc([N+](=O)[O-])cc1	0.9%	13.7%	1.9%	-1.9%	7.8%	-16.7%	6.7%	-0.2%
CCC(C)NC(=O)c1ccccc1NC(=O)c1ccc(CSc2ccc(C)cc2)cc1 (stereo not given)	5.01µM*	-2.2%	3.3%	?	-2.8%	-5.2%	-1.8%	-13.4%
O=C(NCc1ccccc1Cl)C1CCCO1 (stereo not given)	i	nt	2.0%	6.3%	-1.5%	10.1%	2.2%	6.1%
O=c1ccn(-c2cccc(C(F)(F)F)c2)nc1-c1ccn(-c2ccccc2F)n1	-5.8%	9.8%	0.8%	0.3%	-10.8%	8.1%	4.2%	3.3%
CCN(CC)C(=O)Cn1cnc2c1c(=O)n(C)c(=O)n2C	-16.8%	-7.0%	-3.5%	3.0%	5.1%	nt	3.0%	0.2%
COc1ccc(C(=O)N/N=C/c2cc3ccccc3[nH]c2=S)cc1	-8.6%	-6.0%	-5.9%	?	-17.4%	nt	1.41µM*	3.98µM*
Cc1cc(=O)[nH]c(N/N=C/c2cccs2)n1	-10.3%	?	-5.7%	6.0%	6.2%	15.2%	-14.4%	6.0%
O=C(Nc1cccc2c1C(=O)NC2=O)c1ccc(S(=O)(=O)N2CCCC2)cc1	i	0.6%	2.7%	?	-4.6%	-4.9%	?	?
O=C(CC1C(=O)NCCN1C(=O)Nc1ccccc1)Nc1cc(Cl)ccc1Cl (stereo not given)	i	nt	nt	-3.8%	nt	1.9%	nt	9.3%
Cc1cc(Nc2ccc3ccccc3c2)n2ncnc2n1	11.3%	2.3%	9.4%	-23.2%	19.4%	3.1%	?	-20.2%
Cc1cccc(N2CCc3c2nc2ccc(Br)cc2c3N)c1	-4.6%	?	-2.0%	?	-9.1%	2.5%	?	28.2µM*
COc1ccc(-c2c(C#N)c(C)nc3c2C(=O)c2ccccc2-3)cc1	-2.5%	-2.5%[0.0737 µM]	3.3%	3.6%	-6.6%	42.7%[activator]	-3.3%	7.0%
CCOC(=O)Cn1c2ccccc2n2nc(CCC(=O)O)c(=O)nc12	15.4%	nt	-1.5%	2.5%	8.7%	-7.3%	?	2.5%
CCCn1c(C)cc(=O)c2cc(NC(=O)c3ccccn3)ccc21	20.6%	?	-2.2%	5.8%	-11.8%	10.0%	1.9%	-14.9%
Nc1ccc2c(c1)nnn2-c1ccccc1	-3.4%	nt	nt	?	nt	55.6%[activator]	nt	3.4%
COc1cc(/C=N/Nc2nc3ccccc3[nH]c2=O)ccc1O	-1.5%	24.4%[9.22 µM]	-8.5%	-6.5%	?	8.3%	6.1%	?
CCn1c(=O)c(C(=O)NNS(=O)(=O)c2ccc(Cl)cc2)c(O)c2ccccc21	-9.6%	?	0.8%	?	15.5%	-3.4%	-2.1%	-6.7%
Cc1ccn2c(NC3CCCCC3)c(C)nc2c1	1.4%	?	-5.2%	-20.2%	-28.2%	2.6%	?	-7.8%
CCN(CC)c1nc(C#N)cc(-c2ccc(OC)cc2)n1	-5.9%	?	10.4%	?	-0.6%	143.9%[activator]	?	?
CCOc1ccccc1NS(=O)(=O)N(C)C	i	6.3%	-1.6%	-0.6%	2.4%	nt	-1.1%	-4.6%
CCN1C(=O)CC(C(=O)NC)SC1=Nc1cc(Cl)c(O)c(Cl)c1 (stereo not given)	-13.2%	-3.4%	5.3%	2.0%	-1.8%	0.1%	-11.0%	1.4%
O=C(CNC(=O)c1ccccc1)OC(C(=O)Nc1cc(C(F)(F)F)ccc1Cl)c1ccccc1 (stereo not given)	-17.2%	-8.0%	1.9%	3.1%	-11.0%	nt	?	-6.2%
CCCOc1ccc(N2C(=O)C3ON(c4ccccc4)C(CCC)C3C2=O)cc1 (stereo not given)	i	21.1%	-3.3%	-3.2%	4.1%	nt	17.8µM*	-8.5%
NC(=O)COC(=O)c1oc2ccccc2c1CSc1ccc(Cl)cc1	-2.0%	-13.3%	2.9%	16.3%	-12.2%	-10.1%	-5.4%	-4.5%
O=C(Nc1ccccc1OC(F)F)C1CCCN1C(=O)c1cccs1 (stereo not given)	-3.1%	3.2%	0.7%	-5.5%	-10.7%	5.3%	3.9%	2.5%
O=C(CCC(NC(=O)OCc1ccccc1)C(=O)OCc1ccccc1)NCC(=O)OCc1ccccc1 (stereo not given)	-10.8%	-1.1%	3.1%	-3.0%	19.6%	1.8%	1.6%	-8.6%
Cc1ccc(Cn2c(-n3nc(C)cc3C)nc3c2c(=O)[nH]c(=O)n3C)cc1	-1.3%	5.1%	-3.0%	8.8%	0.5%	-1.0%	11.3%	-2.2%
COC(=O)c1ccc(C(=O)NCCCCO)cc1	-1.5%	-1.3%[46 µM]	0.8%	6.9%	-1.1%	17.5%	8.4%	-8.0%
CCc1ccc(NC(=O)/C(C#N)=C/c2cc3ccc(C)cc3nc2N2CCOCC2)cc1	-1.4%	1.9%	-2.0%	-3.5%	-28.1%	8.6%	4.5%	?
N#Cc1c(-c2ccc(F)cc2)noc1N	-2.5%	-7.6%	-0.7%	0.3%	-5.1%	nt	3.9%	-7.7%
S=C(Nc1ccc(Br)cc1)NC1CCCCC1	-14.7%	?	0.2%	-2.0%	12.6µM*	3.1%	2.0%	3.6%
Oc1cccc(Nc2nc(O)c(/C=C3\C=Nc4ccccc43)s2)c1	-21.3%	nt	nt	9.8%	nt	-26.2%	nt	3.98µM*
CC(OC(=O)C1=Cc2ccccc2OC1)C(=O)NC1CCCC1 (stereo not given)	-1.7%	-16.8%	4.8%	-1.6%	-84.1%[inhibitor]	-3.5%	16.7%	-20.2%
Cc1cccc(-n2c(SCc3ccc([N+](=O)[O-])cc3)nnc2-c2c[nH]c3ccccc23)c1	19.0%	-10.9%[46 µM]	-0.7%	0.4%	-15.0%	0.8%	7.0%	-14.0%
Cc1cc(C(=O)N2CCN(c3ccc([N+](=O)[O-])cc3)CC2)no1	-18.9%	?	-0.7%	8.2%	-19.9%	-1.1%	-9.8%	?
CN1C(=O)CSc2ccc(NC(=O)N3CCN(c4ccccn4)CC3)cc21	-3.7%	?	-0.5%	?	-3.0%	-4.0%	?	?
CCOc1ccc(NC(=O)N2CCC(NC(=O)C(Cc3ccc(OC)c(OC)c3)NC(C)=O)CC2)cc1 (stereo not given)	-8.6%	?	-0.5%	-1.8%	-1.4%	-1.2%	0.0562µM*	-17.5%
O=C(C1CCN(Cc2ccccc2)CC1)N1CCCC1	7.4%	-2.9%	2.4%	1.2%	28.9%	0.1%	-4.9%	14.7%
COc1cccc(N2CCN(C(=O)CSc3ccc(F)cc3)CC2)c1	-2.9%	?	-4.0%	4.1%	10.6%	nt	4.3%	-21.1%
CCSc1ncc(Cl)c(C(=O)Nc2cc(C)ccc2C)n1	i	nt	nt	-3.7%	19.3%	2.3%	-4.9%	-12.9%&3.1%
COc1cccc(NC(=S)NN=C2CCCCCC2)c1	i	?	-2.0%	-6.8%	14.1µM*	-1.0%	?	?
Cc1ccsc1/C=N/NC(=O)CN1CCN(S(=O)(=O)c2ccc(Br)cc2)CC1	-6.3%	?	-0.5%	-2.3%	-12.4%	4.5%	17.0%	-4.7%
COc1ccc(S(=O)(=O)N2CCC(C(=O)NCCC3=CCCCC3)CC2)cc1OC	-8.6%	-4.3%	-0.7%	7.5%	1.9%	-1.0%	-7.3%	1.6%
O=c1[nH]c(-c2ccccn2)nc2ccccc12	-6.7%	?	nt	-3.2%	nt	?	?	-2.5%
Cc1ccc(C)c(NC(=S)NCCSc2ccc(Cl)cc2)c1	-0.2%	?	7.3%	6.2%	6.0%	-12.7%	-5.6%	1.5%
COc1ccc(S(=O)(=O)N2CCCC(C(=O)N3CCCCCC3)C2)cc1 (stereo not given)	i	-14.2%	0.5%	-0.7%	-17.1%	0.0%	?	-3.1%
Cc1nn(-c2ccccc2)c(C)c1/C=C/C(=O)OCC(=O)NC1CCS(=O)(=O)C1 (stereo not given)	-6.8%	nt	nt	1.1%	nt	nt	8.2%	-7.9%
O=C(CCS(=O)(=O)c1cccs1)Nc1ccc(C(=O)NC2CCCC2)cc1	i	?	4.8%	-2.8%	9.3%	3.8%	1.8%	0.9%
COC(=O)Cc1[nH]nc2c1C1(C(=O)N(Cc3ccccc3)c3ccccc31)C(C#N)=C(N)O2 (stereo not given)	i	18.8%	3.2%	9.8%	-19.6%	1.4%	20µM*	-5.2%

Assay outcomes: PubChem BioAssay, National Center for Advancing Translational Sciences (NCATS)
